# From PubChem
# Mdm2 ligase inh – blocks human Mdm2 ubiquitin ligase activity; AID 1230; signal enhancement, % at 5 µM; cell-based MDM2 ubiquitination luciferase reporter, 2 h; 0 = plate control, 100 = twice control, blank-subtracted; Q00987; 210,000 compounds, 0.11% hits;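 active means signal enhancement of 30% or more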;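 further: luminescence tracks abundance of the self-degrading MDM2-luciferase fusion protein; higher signal means inhibition of MDM2 E3 ligase activity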
#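 Buffer or medium: Cells held in DMEM | Assay system: Stable mammalian line carrying autodegrading MDM2–luciferase fusion reporter | Quantity: 2000 cells/well | Times: 4 h settle plus 2 h compound, 37 °C | Doses: One concentration, 5 µM, with 0.2% DMSO | Technique: Luminescence with SteadyLite reagent, 15 min at room temperature | Benchmarks: Plate controls and plate blanks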
# PERK inh – blocks human PERK kinase. Q9NZJ5. CHO PERK-DD fusion, SEAP luminescence translation reporter. inhibition, % at 5.6 µM. 220,000 compounds, 0.17% hits;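 active means inhibition above the mean inhibition of all tested compounds plus 3 SD, set separately per screening campaign, cut at about 2.9% in these data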;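 further: PERK kinase domain activated by AP20187 dimerizer at 100 nM; 0% = DMSO with dimerizer and 100% = rapamycin at 8.4 µM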
# S1P4 antag – antagonists of human S1P4 receptor. O95977. S1P4-expressing cells, antagonist mode, reporter read-out. inhibition, % at 4.98 µM. 220,000 compounds, 0.26% hits; in the data active means inhibition above about 29%;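 further: 0% = wells stimulated with agonist and 100% = vehicle wells without agonist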
# NPY2 pot ag – human NPY-Y2 potentiation or agonism, primary screen. cells expressing NPY-Y2, potentiator/agonist read-out. activation, % at 3.6 µM. 220,000 compounds, 0.45% hits; in the data active means activation above about 27%;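 further: cells stimulated with NPY near EC25 plus isoproterenol at EC100; 0% = vehicle plus submaximal agonist and 100% = vehicle plus saturating agonist; some results beyond the cut were filed as inactive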
# Target sequence (P49146 whole entry, looked up): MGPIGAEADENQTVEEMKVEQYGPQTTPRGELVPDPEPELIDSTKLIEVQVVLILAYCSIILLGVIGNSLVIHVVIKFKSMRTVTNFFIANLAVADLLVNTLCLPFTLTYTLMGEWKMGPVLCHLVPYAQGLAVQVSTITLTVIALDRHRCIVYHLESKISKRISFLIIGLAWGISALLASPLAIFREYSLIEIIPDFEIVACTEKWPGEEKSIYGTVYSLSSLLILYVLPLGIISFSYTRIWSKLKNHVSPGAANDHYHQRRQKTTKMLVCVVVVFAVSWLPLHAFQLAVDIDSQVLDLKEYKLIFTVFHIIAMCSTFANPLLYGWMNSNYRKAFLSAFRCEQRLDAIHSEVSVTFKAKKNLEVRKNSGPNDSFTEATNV
# BaF3 parental – reduces parental Ba/F3 cell viability, JAK2V617F counter-screen. AID 1486. 220,000 compounds, 1.1% hits. inhibition, % at 5.6 µM. CellTiter-Glo ATP luminescence;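 active means inhibition above a per-campaign cutoff, the mean inhibition of all tested compounds plus 3 SD, cut at about 27% in these data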;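 further: 0% = DMSO wells and 100% = JAK Inhibitor I control wells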
# eIF4E-4G inh – blocks eIF4E binding to eIF4G | inhibition, % at 21.7 µM | TR-FRET eIF4E-eIF4GI(517-606) binding, 2 h | AID 782 | P63073+Q04637 | 220,000 compounds, 0.37% hits;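 active means inhibition above about 30%, limit read from the data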;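 further: 0% = full FRET control wells and 100% = background wells lacking eIF4GI fragment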
# Wee1 degr inh – blocks degradation of human Wee1 kinase. P30291. HeLa Luc-Wee1K328M stability, luciferase luminescence; 100% = proteasome inhibitor MG132 effect. reporter increase, % at 5 µM. 220,000 compounds, 1.2% hits;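 active means activation above the mean of all tested compounds plus 3 SD, set per screening run, cut at about 8.8% in these data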;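 further: cells exposed to compound for 20 h before luminescence read; 0% = DMSO alone and 100% = MG132 at 30 µM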
# Target sequence (P30291 whole entry K328M): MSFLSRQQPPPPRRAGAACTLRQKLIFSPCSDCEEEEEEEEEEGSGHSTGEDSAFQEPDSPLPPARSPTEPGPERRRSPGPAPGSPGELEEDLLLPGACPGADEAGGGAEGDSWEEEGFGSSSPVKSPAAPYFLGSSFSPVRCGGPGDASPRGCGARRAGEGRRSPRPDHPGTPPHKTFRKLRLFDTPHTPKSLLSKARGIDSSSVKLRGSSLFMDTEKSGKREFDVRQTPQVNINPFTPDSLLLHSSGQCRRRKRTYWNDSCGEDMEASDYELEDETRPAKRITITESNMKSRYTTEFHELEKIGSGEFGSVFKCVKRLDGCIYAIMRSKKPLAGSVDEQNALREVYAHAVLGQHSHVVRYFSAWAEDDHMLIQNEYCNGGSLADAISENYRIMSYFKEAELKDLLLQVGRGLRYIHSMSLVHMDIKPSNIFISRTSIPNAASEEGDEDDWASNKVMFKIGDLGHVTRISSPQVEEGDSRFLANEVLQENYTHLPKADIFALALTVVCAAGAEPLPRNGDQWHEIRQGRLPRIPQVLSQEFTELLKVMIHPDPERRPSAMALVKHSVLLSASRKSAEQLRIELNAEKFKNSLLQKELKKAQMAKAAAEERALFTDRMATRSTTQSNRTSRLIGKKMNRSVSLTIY
# Ba/F3 V617F tox – loss of viability in JAK2V617F-driven Ba/F3 cells. 220,000 compounds, 1.1% hits. inhibition, % at 5.6 µM. AID 1446. Ba/F3 EpoR-JAK2V617F viability, ATP luminescence;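 active means inhibition above the campaign mean plus 3 SD over all tested compounds, cut at about 24% in these data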;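 further: cytokine-independent growth of Ba/F3 cells driven by EpoR plus mutant JAK2; 0% = DMSO-treated cells and 100% = JAK inhibitor I control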
# S1P4 ag – activates the human S1P4 receptor; O95977; S1P4-expressing cell line, agonist reporter assay; activation, % at 4.98 µM; 220,000 compounds, 0.35% hits; AID 1509; in the data active means activation above about 11%;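 further: 0% = DMSO vehicle and 100% = reference agonist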
# Numbers without * were called inactive; nt = no result given; & = joins results of further samples; [ ] = another dose, or the depositor's remark.
SMILES,Mdm2 ligase inh,PERK inh,S1P4 antag,NPY2 pot ag,BaF3 parental,eIF4E-4G inh,Wee1 degr inh,Ba/F3 V617F tox,S1P4 ag
CC1CCC(C(C)C)C(OC(=O)Cn2c(-c3ccccc3)[n+](C)c3ccccc32)C1 (centres undefined),-34&-37,-0.2&0.0,-11&-7,-37&-28,93*,-19&-1,-1&-4,101*,-0.2&3.2
C1CCC2(CC1)C1=C(CCCC1)Nc1nnnn12,1,-0.4,5,-3,7,0,-1,5,-0.3
CC(=O)NC(NC(C)=O)c1ccc(N(C)C)cc1,nt,2.1,-6,18,4,2,-3,-4,-1.6
COc1ccc(C(=O)O)cc1S(=O)(=O)Nc1cccc(C)c1,9,0.1,-10,-1,2,8,-1,2,2.0
COC(=O)C(Cc1c[nH]c2ccccc12)NC(C)=O (centres undefined),nt,0.6,-23,17,2,-6,11*,-3,-3.6
OC1(c2ccccc2F)CCN(Cc2nnnn2CCc2ccccc2)CC1,-10,-0.6,1,-9,6,-6,2,-1,-3.4
CCC(=O)c1ccc(OCc2ccc(C(=O)OC)cc2)cc1,-10,1.6,-8,16,4,3,2,-2,-0.5
CSc1ccc(NC(=O)/C=C/C(=O)O)cc1,-14,0.9,-2,0,1,-8,0,0,1.8
CCOC(=O)c1sc(NC(=O)c2cccnc2)c(C#N)c1C,-2,0.6,1,-5,1,1,0,1,1.4
CCCCN=C1NN=C(c2ccc3c(c2)OCCO3)CS1,-56,0.8,-8,-4,7,-5,2,-6,0.1
O=C(CSc1ccccn1)Nc1nncs1,nt,0.9,-16,-2,4,-2,0,-5,2.6
CCOC(=O)C1(Cc2ccccc2)CCN(Cc2cnn(-c3ccccc3)c2)CC1,-15,0.1,12,-19,3,0,2,3,-0.6
Cc1ccc(S(=O)(=O)N(C)CC(=O)NC2CC(C)(C)NC(C)(C)C2)cc1,-11,0.2,-11,-1,2,10,6,1,-2.3
CCOc1ccc(C(=O)OCc2nnc(-c3cccs3)o2)cc1OC,-16,0.1,7,-18,5,-7,-3,1,0.4
CCc1ccc(NC(=O)C2CCN(S(=O)(=O)c3c(C)[nH]c(=O)[nH]c3=O)CC2)cc1,-9,0.3,0,2,4,4[fluorescence artefact?],-2,3,1.3
COCCOC(=O)C1=C(C)NC2=C(C(=O)CC(C)(C)C2)C1c1cccnc1 (centres undefined),-3,1.3,-3,2,2,-3,7,-1,1.5
Cc1cc2c(cc1C)CN(c1ccccc1)C2,-30,-1.2,-2,-14,5,8,1,1,0.7
O=C(CSc1nnc(-c2ccc(O)cc2)n1-c1ccccc1)CC(=O)Nc1ccccc1,-16,0.6,-11,-18,-1,-6,2,-3,-3.2
CCOC(=O)c1ccc(-n2c(CN3CCC(O)CC3)nc3ccc([N+](=O)[O-])cc3c2=O)cc1,2,1.2,-16,-3,5,7,0,2,1.6
COc1cc(CN(C)CCc2ccccn2)cc(OC)c1OC,-21,0.2,-14,20,4,8,1,-3,-0.4
Cc1cc(C)c(S(N)(=O)=O)c(C)c1N(C)S(=O)(=O)c1ccccc1,-2,1.2,-2,4,1,-1,2,-1,0.8
O=C(/C=C/c1cccc([N+](=O)[O-])c1)NC(=S)Nc1cccc(NC(=O)c2ccccc2Cl)c1,7,-0.2,0,-8,4,3,-2,-2,-0.5
O=[N+]([O-])c1c(Nc2ccccc2)ccc2nonc12,-7,-0.5,-15,-10,8,6,0,0,-2.5
Cc1c(NC(=O)CSCc2ccc(Br)cc2)c(=O)n(-c2ccccc2)n1C,-3,0.4,7,3,-1,-2,2,0,1.5
CC(=O)N1CCN(C2c3cccc4cccc(c34)C2NS(=O)(=O)c2ccccc2)CC1 (centres undefined),-13,-0.5,-15,0,0,2,1,2,0.1
COc1ccc(N2CCN(C(=O)c3ccc(C(C)(C)C)cc3)CC2)cc1,-11,-0.1,-2,-9,2,10[fluorescence artefact?],-1,-1,1.5
O=C(CSc1nnnn1-c1cccnc1)Nc1ccc(OCc2ccccc2)cc1,-10,-0.9,2,-5,6,-14,5,4,-3.1
CCNc1nc(Oc2ccc(F)cc2)cc(C(F)(F)F)n1,-24,0.4,-12,-17,3,-4,-2,3,2.3
COc1ccc(NC(=S)NNC(=O)Cn2nc([N+](=O)[O-])cc2C)cc1,-3,0.8,7,-9,0,-7,4,1,-1.1
COc1ccc(OC)c(C(c2nnnn2CCC(C)C)N2CCN(C(=O)c3ccco3)CC2)c1 (centres undefined),-7,-0.6,0,-3,1,-3[fluorescence artefact?],3,0,-1.0

# Compound profiles (already shown). Order of screens: Mdm2 ligase inh, PERK inh, S1P4 antag, NPY2 pot ag, BaF3 parental, eIF4E-4G inh, Wee1 degr inh, Ba/F3 V617F tox, S1P4 ag
# Shown for O=C(CSc1nnnn1-c1cccnc1)Nc1ccc(OCc2ccccc2)cc1 → -10, -0.9, 2, -5, 6, -14, 5, 4, -3.1
# Shown for COc1ccc(N2CCN(C(=O)c3ccc(C(C)(C)C)cc3)CC2)cc1 → -11, -0.1, -2, -9, 2, 10[fluorescence artefact?], -1, -1, 1.5
# Shown for CCNc1nc(Oc2ccc(F)cc2)cc(C(F)(F)F)n1 → -24, 0.4, -12, -17, 3, -4, -2, 3, 2.3

# Further structures.
SMILES,Mdm2 ligase inh,PERK inh,S1P4 antag,NPY2 pot ag,BaF3 parental,eIF4E-4G inh,Wee1 degr inh,Ba/F3 V617F tox,S1P4 ag
CC(C)COC(=O)CCn1[nH]c(=O)c2ccccc2c1=O,-16,1.2,-3,-10,2,-2,-1,2,1.5
COc1cc(CNC(C)(C)CO)cc(Br)c1OCc1ccccc1,-12,-1.4,0,-24,5,-1,-2,7,-0.7
COc1ccccc1NC(=O)C(CC=C(Cl)Cl)C(C)=O (centres undefined),4,-0.2,-5,8,39*,3,-2,-7,-0.2
COc1ccc(OC)c(C2N(c3cc(C)on3)C(=O)C3CCCN32)c1 (centres undefined),-11,-0.2,-11,1,0,3,-2,4,2.5
Cc1cc([N+](=O)[O-])ccc1-c1ccc(/C=N/NC(=O)Cc2ccccc2)o1,-4,0.4,-12,-10,4,1,3,-2,1.1
COC(=O)CC1(c2ccccc2)C(=O)c2ccccc2C1=O,-5,-0.5,2,-13,3,-3[fluorescence artefact?],3,3,0.6
O=C(Nc1ccc(Cl)c(Cl)c1)OCc1cncs1,-25,1.3,-5,2,3,3,2,-3,-1.4
O=C(CCN1C(=O)c2ccc([N+](=O)[O-])cc2C1=O)Nc1ccccc1C(=O)O,-11,2.0,-10,8,-6,3,1,-2,1.3
CCOC(=O)/C=C1\SCC(=O)N1CC(=O)NC12CC3CC(CC(C3)C1)C2,-18,-1.0,27,-4,4,-4,2,-3,-0.9
O=C(CNC(=O)c1ccc(S(=O)(=O)N2CCCC2)cc1)N/N=C/c1ccc(F)cc1,-4,0.2,-6,-18,7,-2,-2,4,0.2
Nc1nn(-c2ccccc2)c(N)c1N=Nc1ccc2c(c1)OCO2,-57,0.1,-19,6,64*,5,9.8*,78*,0.9
COc1cccc(N(CC(=O)NCCSc2ccccc2)S(C)(=O)=O)c1,-24,-1.4,-29,-17,2,-1,-2,2,1.2
O=c1c2c3c(sc2[nH]c(=S)n1Cc1ccco1)CCC3,-21,1.1,5,-14,0,30,4,-2,0.9
COc1ccc2[nH]c(C)c(CCNc3ccc(C(F)(F)F)cc3[N+](=O)[O-])c2c1,2,-0.6,-16,15,4,-4,5,1,1.3
O=C(Cn1cc(C(F)(F)F)ccc1=O)Nc1ccc(N2CCOCC2)cc1,2,1.9,-5,0,4,3,-1,1,0.0
CS(=O)(=O)C1=NSC2=NC(=O)/C(=C\c3ccc(-c4ccccc4)o3)C(=N)N21,-16,1.0,-13,1,5,5,1,-1,-0.9
O=C(CCl)Nc1c[nH]c(=O)[nH]c1=O,-9,0.3,-15,-4,3,2,0,1,-0.4
CC(=O)N(c1ccc(Br)cc1)C1C=CS(=O)(=O)C1 (centres undefined),-9,0.6,-4,10,3,4,-1,-3,-1.5
COc1ccc(N(C)S(=O)(=O)c2cccc(C(=O)NC3CCC(C)CC3)c2)cc1 (centres undefined),-4,0.7,8,-6,-3,3,-2,-3,-1.7
CCCN1C2CCCC1CC(NC(=O)c1ccc(F)cc1)C2 (centres undefined),-4,0.8,6,-3,6,12,-2,3,1.0
CN(Cc1ccccc1)C(=O)c1[nH]cnc1C(=O)N[C@@H](Cc1ccccc1)C(=O)OCc1ccccc1,nt,0.5,-4,19,1,3,-1,0,0.5
COc1cc(C2N(c3ccc(F)cc3)C(=O)C3CCCN32)cc(OC)c1OC (centres undefined),1,0.1,-4,-12,2,2,-1,-1,2.8
O=C1c2cccc3c(N4CCOCC4)c([N+](=O)[O-])cc(c23)C(=O)N1c1cccc2ccccc12,-14,0.6,4,5,9,-2[fluorescence artefact?],2,4,-0.4
CN(C(=O)CSc1nc2ccc([N+](=O)[O-])cc2s1)C1CCS(=O)(=O)C1 (centres undefined),nt,0.7,-4,1,-8,-9,1,-2,2.1
COC(=O)CN1C(=O)C2(OCCCO2)c2cc(Br)ccc21,3,-0.5,9,0,0,-5,-1,0,-0.7
COc1ccc(C(=O)C2CCCN(Cc3cn[nH]c3-c3ccc(F)cc3)C2)cc1OC (centres undefined),10,0.2,-2,-2,4,-2,-2,0,-0.5
O=C(CSc1nncc2ccccc12)N1CCCCC1,0,0.8,-7,13,6,-3,2,-4,-1.0
CN(C)c1nc(N)nc(CSc2nnnn2-c2ccc(C(=O)O)cc2)n1,-7,-0.4,7,-3,3,5,8,3,-0.8
N#CC1=C2N=C(N)c3ccccc3N2C2=C(C(=O)CCC2)C1c1cccc(Cl)c1 (centres undefined),nt,-0.3,-2,15,4,3,-1,-3,1.6
CCn1c(=N)n(CC(=O)C(C)(C)C)c2ccccc21,-10,-2.0,6,-4,-2,nt,-1,-5,-0.2
Cc1ccccc1N(C(=O)Cc1cccs1)C(C(=O)NCC1CCCO1)c1cccnc1 (centres undefined),-23,-1.0,-6,-7,1,3,-2,-1,0.6
O=S(=O)(Cc1ccccc1)N1CCc2ccccc21,-2,0.1,-5,5,1,1[fluorescence artefact?],0,2,2.2
CC(Sc1ccccn1)C(=O)Nc1ccccc1 (centres undefined),-14,-0.3,-7,-25,1,-5[fluorescence artefact?],-2,0,1.7
CCOc1ccc(C2CC(=O)N(Nc3ccc([N+](=O)[O-])cc3[N+](=O)[O-])C2=O)cc1 (centres undefined),-11,-0.8,14,-1,-1,8,1,4,-0.8
COC(=O)c1ccc(CN2C(=O)NC3(CCCCC3)C2=O)cc1,6,0.6,-6,3,9,-1,-4,7,0.5
CCOC(=O)c1[nH]c2ccc(OC)cc2c1NC(=O)OC,-10,0.1,-4,13,2,0,-1,-4,-2.2
COc1ccc2nc(SCC(=O)Nc3ccc4sc(C)nc4c3)c(C#N)cc2c1,2,1.6,-27,4,3,-15[fluorescence artefact?],2,0,-0.6
Cc1ccc(-c2cc(C(=O)N/N=C/C=C/c3ccccc3)n[nH]2)o1,-11,0.2,-7,-11,9,0,2,1,-1.2
Cc1ccc(C)c(C(=O)O/N=C(\N)c2ccc(Br)cc2)c1,1,-0.3,-8,-1,4,-2,0,2,4.8
CCOc1ncnc2c1sc1nc(C)cc(C)c12,-10,0.6,-8,-30,0,5,1,5,-0.1
